KB-3-1 tox = kills parental KB-3-1 adenocarcinoma cells | KB-3-1 viability, CellTiter-Glo ATP luminescence, 72 h | Potency, µM (top dose mostly 46.1 µM), inactives show at the highest dose activity change, negative = cytotoxic, most hits filed as cytotoxic | actives 1.4% (n = 400,000); further: potency means the concentration at half of the fitted maximal effect; on the % scale 0 is the no-effect control and ±100 the full control effect; nearly all actives have a fitted effect of over 60% in size
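Here the drug-naive KB-3-1 line serves as comparator for MDR sub-line selectivity; cells received compound titrations, 72 h at 37 °C, then CellTiter-Glo readout.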
HT1080-NT tox = kills 2HG-producing HT-1080-NT fibrosarcoma cells | HT-1080-NT fibrosarcoma viability, CellTiter-Glo ATP luminescence, 48 h | Potency, µM (titrated, usually from 46.1 µM), without a hit: at the top dose activity, negative = less viability, hits mostly cytotoxic | actives 1.6% (n = 360,000) | AID 686970;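 further: NT is the 2HG producing partner of a matched IDH1 knockdown line; potency means the concentration at half of the fitted maximal effect; 0% = DMSO-treated cells and -100% = media-only wells without cells; nearly all actives have a fitted effect of over 55% in size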
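Toxicity toward the 2HG-producing NT line was scored as %Activity, normalised to DMSO and no-cell wells, from CellTiter-Glo luminescence after 48 hours' treatment.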
KB-V1 cytotox = KB-V1 MDR subline cytotoxicity; KB-V1 MDR cells viability, CellTiter-Glo, 72 h; Potency, µM (top dose mostly 46.1 µM), for the others: at the top dose activity change, negative = cytotoxicity, most hits filed as cytotoxic; actives 3.4% (n = 400,000); AID 1347076; further: potency means the concentration at half of the fitted maximal effect; on the % scale 0 is the no-effect control and ±100 the full control effect; nearly all actives have a fitted effect of over 60% in size
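qHTS viability screen in drug-selected KB-V1 MDR cells: 72 h compound treatment at 37 degrees C, ATP luminescence end point.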
HT1080 IDH1KD tx = kills HT-1080 cells with IDH1 knockdown. HT-1080 IDH1 knockdown viability, ATP luminescence, 48 h. Potency, µM (highest dose often 46.1 µM), for the others: at the top dose activity, negative = toxicity, most hits filed as cytotoxic. actives 2% (n = 360,000). AID 686971;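 further: potency means the concentration at half of the fitted maximal effect; 0% = DMSO wells and -100% = cell-free medium wells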
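Viability of IDH1-knockdown HT-1080 fibrosarcoma cells was assessed by CellTiter-Glo after 48 h at 37 °C with titrated compound; concentration-effect curves were classified by fit quality and response size.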
MCF10A rerep = DNA re-replication induction in MCF 10a cells; Potency, µM (highest dose often 46.1 µM), without a hit: top-dose activity, positive = re-replication, usual class: activators; MCF 10A DNA re-replication, Hoechst nuclear intensity, 48 h; actives 2.9% (n = 350,000); further: potency means the concentration at half of the fitted maximal effect; % of control where 0% means no effect; nearly all actives have a fitted effect of over 50% in size
SW480 rereplic = induces DNA re-replication in SW480 colon adenocarcinoma cells; SW480 DNA re-replication, Hoechst DNA content imaging, 48 h; actives 1.8% (n = 340,000); Potency, µM (series often up to 46.1 µM), for the others: at the highest dose re-replication activation, actives largely listed as activators; further: potency means the concentration at half of the fitted maximal effect; % of control where 0% means no effect; nearly all actives have a fitted effect of over 55% in size
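DNA re-replication was detected as more nuclei of elevated Hoechst intensity after 48 hr exposure to compound (23 nL pinned per well of 250 cells).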
ATXN viability = reduces viability in counter-screen for ATXN expression inhibitors; actives 0.49% (n = 400,000); AID 651635; S2 cells (HEK-293 line with an ATXN2-luciferase reporter) viability, CellTiter-Fluor protease fluorescence, 24 h; Potency, µM (doses to about 56.7 µM), actives largely listed as cytotoxic; further: potency means the concentration at half of the fitted maximal effect; nearly all actives have a fitted effect of over 40% in size
IL-1B inflam inh = inhibitors of inflammasome signaling (IL-1 beta secretion); THP-1 LPS/ATP IL-1B secretion, AlphaLISA, 16 h; active compounds read low; activity change, % at 57.5 µM; actives 4.7% (n = 360,000); AID 743279; in the data active means activity change below about -50%; inconclusive means mostly about -30% to -49%; further: on the % scale 0 is the no-effect control and ±100 the full control effect
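THP-1 cells pretreated 1 hr with compounds (up to 57.5 uM final), then stimulated with LPS (250 ng/mL final) plus ATP (1.25 mM final); secreted IL-1B measured by AlphaLISA after 16 hr, decreased signal indicating inhibition.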
ATXN2 expr inh = ATXN2 expression inhibition | HEK-293 ATXN2-luciferase reporter, luminescence, 24 h | Potency, µM (series often up to 57 µM), without a hit: at the highest dose activity change, negative = inhibition, hits mostly inhibitors | actives 0.72% (n = 360,000); further: potency means the concentration at half of the fitted maximal effect; on the % scale 0 is the no-effect control and ±100 the full control effect; nearly all actives have a fitted effect of over 55% in size
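ATXN2-luciferase reporter cells (luciferase flanked by upstream and downstream ATXN2 gene portions) were treated 24 h at 37 °C with compounds at up to 57 uM. SteadyGlo luminescence gave expression; GF-AFC fluorescence gave viability.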
An asterisk follows results filed as active; i = inactive; ? = inconclusive; nt = not tested or not shown; & = joins results of further samples; [ ] = remark or other dose. Unless noted, the call rests on the fitted dose curve; in most records, active means well fitted curve in the direction sought with a large enough effect; inconclusive means small, poorly fitted or top-dose-only effect, or another doubt; inactive means no such curve, though single readings can be large; an effect the other way counts as inactive or inconclusive.

mol | KB-3-1 tox | HT1080-NT tox | KB-V1 cytotox | HT1080 IDH1KD tx | MCF10A rerep | SW480 rereplic | ATXN viability | IL-1B inflam inh | ATXN2 expr inh
COc1ccc(CCNC(=O)COC(=O)c2ccc(N3CCCC3=O)cc2)cc1OC | 17% | 0% | -5% | 14% | ? | 0% | i | 41 | -20%
Cc1cc(C(=O)N/N=C/c2c3ccccc3cc3ccccc23)n[nH]1 | ? | ? | 18µM* | 16µM* | 21µM* | ? | ? | 17 | -18%
COc1ccc(NC(=O)N2CCCC2)cc1OC | -8% | -4% | -1% | -3% | -2% | -8% | i | -5 | -5%
NC(=O)c1ccc2c(=O)c(O)c(-c3cc(Cl)c(N)c(Cl)c3)[nH]c2c1 | 16% | 25% | 2% | -4% | 1% | -7% | i | -6 | -1%
Cc1cccc(NS(=O)(=O)c2ccc(NC(=O)N3CCCC3)cc2)c1 | ? | nt | -11% | nt | nt | nt | i | nt | -4%
O=C(NCCCN1CCOCC1)c1ccc(S(=O)(=O)Nc2ccccc2)cc1 | -4% | 0% | 23% | -6% | ? | 1% | i | 4 | -1%
CCOC(=O)c1c(C)nc2ncccn12 | 12% | 17% | 3% | 12% | 0% | -2% | i | 1 | 3%
COc1ccccc1N(C(=O)CNC(=O)c1ccco1)C(C(=O)NC1CCCC1)c1ccco1 (stereo not given) | 7% | 6% | -2% | 4% | 0% | 2% | i | 5 | 2%
Cc1ccc([N+](=O)[O-])c(OCCCNCC(C)O)c1 (stereo not given) | 0% | 7% | -17% | 23% | -1% | -1% | i | -2 | -21%
COC(=O)/C(=C\c1ccc(O)cc1)c1nc2ccccc2[nH]1 | -3% | 9% | 21% | 0% | 16µM* | 2.6µM* | i | -6 | nt
O=C/C(=C\Nc1ccc(Cl)cn1)c1nc2ccccc2o1 | -1% | -30% | 3% | -28% | ? | 13% | ? | 16 | -18%
COc1ccc(N(CC(=O)NC2CC3CCC2C3)S(=O)(=O)c2ccccc2)cc1Cl (stereo not given) | -22% | -13% | -17% | -15% | 7% | 4% | ? | -7 | -14%
CCCn1cnc2c(SCc3ccccc3F)nc(N)nc21 | -12% | -19% | -14% | ? | 17% | -1% | i | -23 | 48%[activator]
CCN(Cc1nc(-c2cccc(C)c2)no1)S(=O)(=O)c1ccc(C)cc1 | -5% | nt | -8% | nt | nt | nt | i | nt | -5%
Cc1ccc(C)c(CC(=O)N2CCCC(c3cc(C(=O)Nc4ccc5c(c4)OCO5)no3)C2)c1 (stereo not given) | -5% | ? | -17% | ? | nt | nt | ? | -25 | ?
COc1ccccc1CNC(=O)c1ccc(-c2ccccc2Cl)o1 | -5% | -23% | -16% | -15% | ? | ? | i | 0 | 0%
O=C(CCC(=O)OCC(=O)c1cccc([N+](=O)[O-])c1)Nc1cccc(Cl)c1Cl | -1% | -5% | -10% | -7% | 4% | -2% | i | 13 | 2%
Cn1c(SCC(=O)N(Cc2ccccc2)C(C)(C)C)nc2ccccc21 | -7% | -27% | 21µM* | ? | ? | ? | i | 26 | -5%
CNc1cncc(-c2cc(OC)c(OC)c(OC)c2)n1 | 0% | 20% | -2% | 2% | nt | nt | i | -20 | 6%
CCOc1ccccc1N(CC(=O)Nc1ccc(S(=O)(=O)N2CCOCC2)cc1)S(=O)(=O)c1ccc(Cl)cc1 | -4% | 0% | -6% | -1% | 13%&1% | 3%&-3% | i | 0 | -3%
O=C(Cc1cccc2ccccc12)N/N=C/c1ccc(O)c([N+](=O)[O-])c1 | -11% | -3% | 0% | -12% | 8% | 8% | i | 13 | -10%
CCCCN(C(=O)C(CCSC)N1C(=O)c2ccccc2C1=O)c1c(N)n(CCC)c(=O)[nH]c1=O (stereo not given) | 0% | 1% | 0% | 3% | 5% | 4% | i | -9 | -4%
O=C1CC(=C2c3ccccc3-c3ccccc32)C(=O)N1CCN1CCN(c2cccc(Cl)c2)CC1 | -8% | -1% | 18% | 3% | 6% | 1% | i | -13 | -1%
COc1cc(/C=N\NC(=O)c2ccc(Cn3nc([N+](=O)[O-])c(Cl)c3C)o2)ccc1O | 14% | -21% | 0% | -25% | 2% | 0% | i | -11 | 2%
Cc1cc(C)nc(N=Nc2c(O)n(Cc3ccc(Cl)cc3)c3ccccc23)n1 | ? | -24% | ? | -26% | 0% | ? | i | 6 | 10%

Ordered by value in IL-1B inflam inh (rising): some entries from above
| mol | IL-1B inflam inh |
| --- | --- |
| COc1ccccc1N(C(=O)CNC(=O)c1ccco1)C(C(=O)NC1CCCC1)c1ccco1 (stereo not given) | 5 |
| O=C(Cc1cccc2ccccc12)N/N=C/c1ccc(O)c([N+](=O)[O-])c1 | 13 |
| O=C/C(=C\Nc1ccc(Cl)cn1)c1nc2ccccc2o1 | 16 |
| Cc1cc(C(=O)N/N=C/c2c3ccccc3cc3ccccc23)n[nH]1 | 17 |

By substructure, the entries above with an NH in an aromatic ring
mol | KB-3-1 tox | HT1080-NT tox | KB-V1 cytotox | HT1080 IDH1KD tx | MCF10A rerep | SW480 rereplic | ATXN viability | IL-1B inflam inh | ATXN2 expr inh
Cc1cc(C(=O)N/N=C/c2c3ccccc3cc3ccccc23)n[nH]1 | ? | ? | 18µM* | 16µM* | 21µM* | ? | ? | 17 | -18%
NC(=O)c1ccc2c(=O)c(O)c(-c3cc(Cl)c(N)c(Cl)c3)[nH]c2c1 | 16% | 25% | 2% | -4% | 1% | -7% | i | -6 | -1%
COC(=O)/C(=C\c1ccc(O)cc1)c1nc2ccccc2[nH]1 | -3% | 9% | 21% | 0% | 16µM* | 2.6µM* | i | -6 | nt
CCCCN(C(=O)C(CCSC)N1C(=O)c2ccccc2C1=O)c1c(N)n(CCC)c(=O)[nH]c1=O (stereo not given) | 0% | 1% | 0% | 3% | 5% | 4% | i | -9 | -4%

Next entries
mol | KB-3-1 tox | HT1080-NT tox | KB-V1 cytotox | HT1080 IDH1KD tx | MCF10A rerep | SW480 rereplic | ATXN viability | IL-1B inflam inh | ATXN2 expr inh
CC1=NN(c2nc(C)cc(C)n2)C(=O)C1CCC(C)C (stereo not given) | -1% | 7.9µM* | 4% | 10µM* | -2% | ? | i | -10 | 0%
CCOc1ccc2oc(C(=O)Nc3cc(C)ccn3)c(C)c2c1 | -30% | -20% | ? | -29% | ? | 14% | i | -24 | 5%
COC(=O)C(Cc1ccc(O)cc1)NC(=O)C12CC3CC(CC(C3)C1)C2 (stereo not given) | -1% | 0% | 16% | 8% | 4% | -3% | i | 5 | nt
CCN(CC)C(=O)CSC1c2ccccc2C(=O)N1c1ccccc1 (stereo not given) | 2% | 10% | -5% | 0% | -4% | -20% | i | 20 | -15%
S=c1[nH]nc(COc2ccccc2)n1/N=C/c1ccncc1 | -1% | -1% | -4% | -15% | 2% | 1% | i | 25 | nt
COc1ccc(/C=N/NC(=O)c2cc(-c3ccc4c(c3)OCO4)n[nH]2)cc1OC | 25% | -4% | -6% | -2% | -4% | 12% | i | ? | 8%
Cc1ccccc1-c1cc2nc(Nc3ccc(F)cc3)n(C)c(=O)c2s1 | 0% | ? | 4% | ? | nt | nt | i | -15 | -5%
COc1ccccc1C(=O)NC(=O)CSc1nc(C)cs1 | 19% | 0% | 6% | -3% | -2% | -4% | i | 13 | 0%
COc1cccc(/C=N/n2cnc3c(cnn3-c3ccccc3)c2=O)c1 | -1% | -21% | 17% | -7% | -1% | -15% | i | -13 | -7%
CC(=O)C1=C(O)C(=O)N(Cc2cccnc2)C1c1ccc(Cl)cc1Cl (stereo not given) | 2% | 4% | 8% | 8% | -2% | 11% | i | 16 | -11%
COc1ccc(S(=O)(=O)Nc2ccc3c(c2)OCO3)cc1 | -8% | -17% | -10% | -26% | 1% | 2% | i | -1 | -1%
CC(/C=C/c1ccc2c(c1)OCO2)=N/NC(=O)CNc1ccc(C)cc1 | 3% | ? | -5% | ? | ? | 2% | i | -14 | 8%
O=C(c1ccccc1)n1ccn(-c2ccccc2)c1=S | 2% | -1% | 3% | 5% | 14% | -4% | i | -26 | -5%
COc1ccc(CC(=O)N2CCC(n3nccc3NC(=O)C3CCOC3)CC2)cc1 (stereo not given) | -12% | -2% | 10% | 1% | 10% | 1% | i | -4 | 7%
Cc1ccc(N(CC(=O)N2CCN(c3cc(Cl)ccc3C)CC2)S(=O)(=O)c2c(C)noc2C)cc1 | ? | nt | -18% | nt | nt | nt | i | nt | -4%
CCOC(=O)c1c(/N=C/N(C)C)sc(/C=N/Nc2ccccc2)c1-c1ccccc1Cl | -6% | -26% | -17% | ? | 15µM* | 18µM* | i | 0 | ?
O=C(Cc1noc2ccccc12)NNC(=S)Nc1ccc(Cl)cc1 | 1% | -8% | -17% | 9% | 2% | -3% | i | 2 | -16%
COc1ccc(C2Nc3ccccc3C(=O)N2Cc2ccco2)cc1COc1ccc([N+](=O)[O-])cc1 (stereo not given) | -9% | 7% | 2% | 8% | 8% | 4% | i | ? | -6%
Cc1ccc(Oc2coc3cc(OC(=O)c4cccs4)ccc3c2=O)cc1 | -4% | 2% | -22% | -4% | 5% | -4% | i | 15 | 42%[activator]
COc1ccc(CNC(=S)NC(C)CCc2ccccc2)cc1 (stereo not given) | -5% | -13% | -26% | -17% | -1% | 22% | i | -21 | ?
CC(NC(=O)C(=O)Nc1c2c(nn1-c1ccccc1)CSC2)c1ccccc1 (stereo not given) | 2% | nt | -14% | nt | nt | nt | i | nt | 8%

Complete entries, looked up by structure. Order of values: KB-3-1 tox	HT1080-NT tox	KB-V1 cytotox	HT1080 IDH1KD tx	MCF10A rerep	SW480 rereplic	ATXN viability	IL-1B inflam inh	ATXN2 expr inh
Results for CCOC(=O)c1c(/N=C/N(C)C)sc(/C=N/Nc2ccccc2)c1-c1ccccc1Cl : -6%	-26%	-17%	?	15µM*	18µM*	i	0	?
Results for COc1cccc(/C=N/n2cnc3c(cnn3-c3ccccc3)c2=O)c1 : -1%	-21%	17%	-7%	-1%	-15%	i	-13	-7%

Assay outcomes: PubChem, National Center for Advancing Translational Sciences (NCATS)

The order is random (roughly 11% active in at least one column).
